Source: PubChem BioAssay (National Center for Advancing Translational Sciences (NCATS))
LmPK inhibitor: qHTS Assay for Inhibitors of Leishmania Mexicana Pyruvate Kinase (LmPK) | Potency, µM (top dose mostly 57.5 µM), for the others: at the top dose activity change, negative = inhibition, usual class: inhibitors | 0.37% of 290,000 active | purified LmPK, Kinase-Glo ATP luminescence, 1 h | AID 1721, 2009 | Q27686
Target sequence (Q27686 whole entry, looked up): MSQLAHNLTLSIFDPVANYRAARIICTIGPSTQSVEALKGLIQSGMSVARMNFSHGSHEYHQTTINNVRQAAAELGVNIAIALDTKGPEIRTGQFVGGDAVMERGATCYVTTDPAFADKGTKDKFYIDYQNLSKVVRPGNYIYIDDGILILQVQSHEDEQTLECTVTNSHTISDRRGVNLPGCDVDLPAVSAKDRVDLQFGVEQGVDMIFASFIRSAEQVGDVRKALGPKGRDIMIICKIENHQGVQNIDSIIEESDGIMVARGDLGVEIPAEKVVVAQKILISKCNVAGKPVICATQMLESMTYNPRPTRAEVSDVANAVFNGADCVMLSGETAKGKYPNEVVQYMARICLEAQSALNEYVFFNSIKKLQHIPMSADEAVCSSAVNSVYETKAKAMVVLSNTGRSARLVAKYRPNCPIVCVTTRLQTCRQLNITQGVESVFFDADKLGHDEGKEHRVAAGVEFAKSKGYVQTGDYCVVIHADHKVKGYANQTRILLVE
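Purified LmPK (0.1 nM) with 0.5 mM PEP and 0.1 mM ADP in imidazole buffer pH 7.2 with MgCl2/KCl, 1 h at room temperature. ATP formed was read by luciferase luminescence and normalized to no-enzyme and uninhibited controls.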
HCV inhibitor: qHTS Assay for Inhibitors of Hepatitis C Virus (HCV); AID 651820, 2012; 3.4% of 340,000 active; Huh7.5.1 HCVcc-Cre infection, luciferase reporter, 44 h; Potency, µM (top dose mostly 41.8 µM), for the others: at the highest dose activity change, negative = inhibition, most hits filed as inhibitors
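Compounds are dispensed onto cells plated 4 h earlier at 1,000 per well, with HCVcc-Cre virus (about 0.5 moi) added next. Following 44 h of culture, luminescent signal is measured for 15 sec after 15 min with substrate at room temperature.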
Pf growth 48h: Primary qHTS for delayed death inhibitors of the malarial parasite plastid, 48 hour incubation. 5.9% of 310,000 active. P. falciparum luciferase growth in erythrocytes, 48 h. Potency, µM (doses to about 28.7 µM), for inactives: top-dose activity change, negative = inhibition, most hits filed as inhibitors
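Luciferase-expressing parasites in RBCs, 2% Hct / 0.1% parasitemia final; RPMI 1640 + 0.5% Albumax; 37 C, 5% CO2, one generation; luminescence read-out, lower signal = inhibition.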
Sm TGR inh: qHTS Assay for the Inhibitors of Schistosoma Mansoni Peroxiredoxins; purified TGR, DTNB reduction, TNB absorbance 405 nm; Potency, µM (top dose mostly 114 µM), inactives show at the top dose activity change, negative = inhibition, usual class: inhibitors; 3% of 360,000 active; Schistosoma mansoni thioredoxin glutathione reductase (TGR), Q962Y6; further: nearly all actives have a fitted effect of over 60% in size
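Kinetic colorimetric format: TGR-catalysed, NADPH-driven DTNB reduction monitored via TNB absorbance. Enzyme dispensed at 20 nM; compound exposure 15 min at room temperature before reaction start.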
Pf growth 96h: Primary qHTS for delayed death inhibitors of the malarial parasite plastid, 96 hour incubation | P. falciparum luciferase reporter growth, 96 h | Potency, µM (titrated, usually from 28.7 µM), for the others: top-dose activity change, negative = inhibition, hits mostly inhibitors | 6.9% of 320,000 active | AID 504834, 2011
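Infected RBCs, 2% Hct / 0.05% parasitemia final; luciferase-reporter P. falciparum; cpd 96 h, 37 C, 5% CO2; luciferase detection reagent; luminescence.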
TbPYK inhibitor: qHTS of Trypanosoma Brucei Inhibitors; pyruvate kinase (Trypanosoma brucei), Q57TT1; TbPYK enzyme, Kinase-Glo Plus ATP luminescence, 45 min; Potency, µM (doses to about 76.8 µM), for inactives: at the highest dose activity, negative = inhibition, most hits filed as inhibitors; 0.12% of 410,000 active; further: nearly all actives have a fitted effect of over 50% in size
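Activity of T. brucei pyruvate kinase was followed by Kinase-Glo Plus luminescence after the enzyme reacted 45 min at room temperature with 130 uM ADP (final) and substrate. Test compounds were added before ADP at multiple concentrations.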
Numbers without * were called inactive; u = inconclusive; x = not tested or not shown; & = joins results of further samples; [ ] = dose if it differs, or a comment. The call rests on the fitted dose curve; in most records, active means well fitted curve in the direction sought with a large enough effect; inconclusive means small, poorly fitted or top-dose-only effect, or another doubt; inactive means no such curve, though single readings can be large; an effect the other way counts as inactive or inconclusive. On the % scale 0 is the no-effect control and ±100 the full control effect; potency means the concentration at half of the fitted maximal effect.

SMILES	LmPK inhibitor	HCV inhibitor	Pf growth 48h	Sm TGR inh	Pf growth 96h	TbPYK inhibitor
CCOc1ccccc1NC(=O)CC1Nc2cc(C)c(C)cc2NC1=O (centres undefined)	1%	u	u	-7%	u	-6%
CCCc1c(C(=O)Nc2cc(C(C)(C)C)on2)cnn1-c1ccccc1	4%	u	u	4%	u	-1%
CC(=O)NNc1ncnc2c1cnn2-c1ccc(C)cc1	9%	-6%	116%[activator]	-1%	u	-3%
CCOCCCNC(=O)C1CCC(CNS(=O)(=O)c2ccc(Cl)cc2)CC1 (centres undefined)	8%	2%	x	16%	u	10%
Clc1cc(Br)ccc1OCCOCCN1CCOCC1	6%	-9%	31%[activator]	1%	154%[activator]	3%
CCOC(=O)Nc1nnc(-c2ccc(OC)c(OC)c2)s1	0%	11%	-12%	-2%	x	-2%
Cc1n[nH]c(=O)c2c(NC(=O)CSc3nncs3)oc(C)c12	x	31%[activator]	-11%	u	19%	-10%
Cc1ccc(NC(=O)CSc2nnc(CNC(=O)C34CC5CC(CC(C5)C3)C4)n2-c2ccc(F)cc2)cc1	3%	-5%	-27%	-8%	u	-1%
Cc1ccc(Cc2nnc(SCC(=O)Nc3ccccc3)n(N)c2=O)cc1	x	-5%	u	1%	u	-11%
CCO[C@H]1OC(C(=O)N2CCN(C)CC2)=C[C@@H](C(C)(C)C)[C@@H]1CCCO	0%	u	29%	-3%	28%	-1%
C#CCN(CC=C)C(=O)C1CCC(=O)N(CCCc2ccccc2)C1 (centres undefined)	3%	6%	32%[activator]	0%	5%	-4%
COc1ccc2ccccc2c1/C=N/NC(=O)c1cccc([N+](=O)[O-])c1	5%	u	-9%	10%	4%	-4%
C#CCN1C(=O)C2C(C(=O)NC)C3C=CC2(O3)C1C(=O)NCc1ccc(OC)cc1 (centres undefined)	0%	8%	8%	-4%	0%	2%
O=C(NCc1ccccc1)N(Cc1nc2ccccc2c(=O)[nH]1)C1CCCC1	-5%	2%	x	u	15%	2%
O=[N+]([O-])c1ccc(N2CCCNCC2)c2ncccc12	1%	u	u	-23%	u	-6%
CC1CCCCN1S(=O)(=O)c1ccc(N(C(=O)c2cnccn2)C(C(=O)NC2CCCCC2)c2cccs2)cc1 (centres undefined)	0%	u	12µM*	-12%	8.3µM*	7%
CCc1nnc(NC(=O)CSc2nnc(-c3ccc(OC)cc3)n2C)s1	-2%	9%	-19%	1%	10%	6%
CCCN(Cc1cc2cc(C)ccc2[nH]c1=O)S(C)(=O)=O	-3%	-21%	-8%	3%	-7%[5.75 µM]	5%
COc1ccccc1OCC(O)CNCc1ccc2c(c1)OCO2 (centres undefined)	-6%	0%	-7%	-11%	1%	-1%
CN(C)CC/C=C1/c2ccccc2Sc2c(O)cc(Cl)cc21	-6%	u	u	-23%	0.83µM*	-7%
CCCCC1=CC2=CC(=O)C(C)(OC(=O)CC)C(=O)C2=CN1CCN1CCOCC1 (centres undefined)	-3%[11.5 µM]	1%	u	-28%	u	2%
CCOC(=O)c1cc2c(=O)n3ccccc3nc2n(C(C)C)c1=NC(=O)c1c(-c2ccccc2Cl)noc1C	10%[11.5 µM]	u	-12%	0%	u	3%
CCOc1cccc2sc(N(CCCN(C)C)C(=O)c3ccc(S(=O)(=O)N(C)Cc4ccccc4)cc3)nc12	8%	5µM*	u	-1%	0%	1%
CCC(C)(C)NC(=O)C(c1cccs1)N(C(=O)c1ccn[nH]1)c1cccc(OC)c1 (centres undefined)	-1%	14%	u	x	u	2%
Cc1cc([N+](=O)[O-])ccc1NCc1ccco1	1%	-16%	46%[activator]	4%	-26%	-4%
O=C(C1=C[C@@H](c2ccc(Br)cc2)C[C@@H](OCCCCO)O1)N1CCN(Cc2ccccc2)CC1	0%	-4%	8.3µM*	20µM*	12µM*	8%
CC(C)(C)OC(=O)N1C[C@H](O)C[C@H]1C(=O)OCC(=O)c1ccc([N+](=O)[O-])cc1	5%	24%	43%[activator]	-22%	52%[activator]	-13%
NNC(=O)c1cc(S(=O)(=O)N2CCOCC2)c[nH]1	x	-14%	-27%	0%	-20%	3%
O=C(O)c1ccc(N/N=C/c2cc3cc4c(cc3nc2Cl)OCCO4)cc1	-22%	-8%	-4%	-21%	0%	-6%
Cc1ccc(C(=O)N2CCC3(CC2)Oc2ccc(Cl)cc2C(=O)C32CC(c3cccnc3)=NO2)s1 (centres undefined)	1%	36%[activator]	u	-22%	13µM*	3%
Cc1cc2ccccc2n1CCNC(=O)C(C)(C)C	3%	9%	-1%	-13%	0%	-1%
c1ccc(CCSc2nccn2-c2ccccc2)cc1	-3%	17%	130%[activator]	6%	423%[activator]	-2%
CCCn1nc(NC(=O)CC(C)C)c2cc3ccccc3nc21	7%	u	-28%	-16%	u	-3%
CCCCCCCN=CC1=C(O)CC(c2ccccc2)CC1=O (centres undefined)	2%	29%	-10%	3%	-7%	-5%
CC1CCN(c2nnc(N)s2)CC1	-7%	11%	355%[activator]	5%	x	-7%
N#CCC(=O)NN=C1CCCCCCCCCCC1	1%	23%	2%	8%	1%	1%
CC(=O)n1cc(/C=N/NC(=O)c2ccc([N+](=O)[O-])cc2)c2ccccc21	-9%	u	30%	12%	-8%	3%
O=C(Nc1ccccc1)OCCNC(=O)c1cccc(Br)c1	-1%	-11%	-12%[0.00184 µM]	5%	-22%	-1%
C=CCn1c(=NC(=O)c2ccco2)sc2cc(C(=O)OCC)ccc21	4%	-5%	15%	8%	6.6µM*	0%
COC(=O)c1c(NC(=O)C(=O)NCCCN2CCOCC2)sc2c1CC(C)(C)OC2	2%	-7%	-10%	3%	-20%	0%

Continued (six carried over from the part before).
SMILES	LmPK inhibitor	HCV inhibitor	Pf growth 48h	Sm TGR inh	Pf growth 96h	TbPYK inhibitor
CC1CCN(c2nnc(N)s2)CC1	-7%	11%	355%[activator]	5%	x	-7%
N#CCC(=O)NN=C1CCCCCCCCCCC1	1%	23%	2%	8%	1%	1%
CC(=O)n1cc(/C=N/NC(=O)c2ccc([N+](=O)[O-])cc2)c2ccccc21	-9%	u	30%	12%	-8%	3%
O=C(Nc1ccccc1)OCCNC(=O)c1cccc(Br)c1	-1%	-11%	-12%[0.00184 µM]	5%	-22%	-1%
C=CCn1c(=NC(=O)c2ccco2)sc2cc(C(=O)OCC)ccc21	4%	-5%	15%	8%	6.6µM*	0%
COC(=O)c1c(NC(=O)C(=O)NCCCN2CCOCC2)sc2c1CC(C)(C)OC2	2%	-7%	-10%	3%	-20%	0%
Cc1cc2c(C)nc(Cc3ccccc3)nc2o1	4%	7%	-8%	4%	u	3%
CCC(=O)c1ccc(OCCn2cncn2)cc1	0%	19%	8%	-2%	56%[activator]	1%
C[C@]12CCC(=O)C=C1CC[C@@H]1[C@@H]2CC[C@]2(C)C(=O)CC[C@@H]12	7%	2%[8.37 µM]	5%&-26%	0%	u	5%&-4%
O=C(Nc1ccc(Cl)cc1F)c1ccc(COc2c(F)c(F)c(F)c(F)c2F)o1	-11%	10%	32%[activator]	2%	5%	0%
COC(=O)Sc1nc(N2CCOCC2)c2c(c1C#N)CC(C)(C)OC2	-7%	-18%	33%[activator]	-33%	u	-23%
CC1CCN(C(=O)Cn2cc(SCC(=O)NCC3CCCO3)c3ccccc32)CC1 (centres undefined)	-7%	0%	-11%	2%	u	-2%
Cc1cccc(C(=O)NC(C)C(=O)NC(c2nc3ccccc3[nH]2)C(C)C)c1 (centres undefined)	x	8%	-11%	3%	34%[activator]	5%
CN(C)c1ccc(S(=O)(=O)N2CCCCC2)cc1NC(=O)CN1C(=O)NC(C)(c2ccccc2)C1=O (centres undefined)	x	u	u	-6%	u	-6%
COc1ccc(C(CCN2CCCC2)c2c(O)cc(OC)cc2OC)cc1 (centres undefined)	2%	-18%	u	u	2.9µM*	4%
CCOC(=O)c1cc(NC(=O)c2ccccc2)c(=O)oc1-c1ccccc1	4%	1%	5%	-12%	49%[activator]	7%
O=C(/C=C/c1cn(-c2ccccc2)nc1-c1cccnc1)N1CCCC1	4%	-24%	u	-11%	u	3%
COc1ccccc1CC(=O)N1CCCC1	-1%	20%	9%	0%	5%	-3%
c1ccc(-c2noc(CSc3nnnn3-c3ccccc3)n2)cc1	7%	-10%	x	-2%	-31%	2%
CCOC(=O)N1CCc2c(sc3nc[nH]c(=O)c23)C1	-2%	-6%	-11%	16%	-17%	-4%
COC(=O)c1sccc1NC(=O)CC1C(=O)NCCN1C(=O)c1ccccc1 (centres undefined)	5%	-1%	-1%	-5%	8%	-8%
O=C(c1cc2c(s1)-c1ccccc1S(=O)(=O)C2)N1CCCC1	-6%	1%	60%[activator]	-2%	51%[activator]	3%
O=C(C1CCCO1)N1CCN(c2c3c(nc4cc(-c5ccc(F)cc5)nn24)CCC3)CC1 (centres undefined)	1%	-27%	u	-26%	u	2%
NNC(=O)c1nc[nH]c1C(=O)Nc1ccccc1[N+](=O)[O-]	-2%	5%	0%	0%	69%[activator]	2%
Cn1c(SCC(=O)NCc2ccccc2)nnc1C1CC1	-4%	9%	12%	5%	x	1%
CCC(C)Sc1nc(O)c(Cc2ccccc2)c(=O)[nH]1 (centres undefined)	-5%	-2%	x	-15%	2.6µM*	2%

Quoted at random: 3 records from the list, in no set order.
SMILES	LmPK inhibitor	HCV inhibitor	Pf growth 48h	Sm TGR inh	Pf growth 96h	TbPYK inhibitor
O=C(c1cc2c(s1)-c1ccccc1S(=O)(=O)C2)N1CCCC1	-6%	1%	60%[activator]	-2%	51%[activator]	3%
c1ccc(-c2noc(CSc3nnnn3-c3ccccc3)n2)cc1	7%	-10%	x	-2%	-31%	2%
O=C(C1CCCO1)N1CCN(c2c3c(nc4cc(-c5ccc(F)cc5)nn24)CCC3)CC1 (centres undefined)	1%	-27%	u	-26%	u	2%

Next entries.
SMILES	LmPK inhibitor	HCV inhibitor	Pf growth 48h	Sm TGR inh	Pf growth 96h	TbPYK inhibitor
O=C(NCCc1ccc(Cl)cc1)c1cc(-c2ccncc2)nc2ccccc12	5%	u	u	2%	u	8%
N#CN(Cc1ccccc1)Cc1ccccc1	5%	14%	97%[activator]	3%	-4%	2%
O=C(NCCc1csc(-c2ccc(Cl)cc2)n1)c1ccco1	-4%	11µM*	-1%	u	9%	-18%&-3%
Cc1cc2nc(CSc3ccc(Cl)cc3)cc(=O)n2[nH]1	2%	0%	-40%[1.15 µM]	1%	2%	-2%
Cc1c(NC(=O)Nc2ccc3c(c2)OCO3)cccc1[N+](=O)[O-]	-15%	-5%	65%[activator]	2%	0%	-4%
O=C(c1c(F)cccc1Cl)N1CCN(c2ccccn2)CC1	-5%	14%	9%	4%	1%	-9%
NC(=O)c1ccccc1NC(=O)c1ccc2c(c1)OCO2	-20%	1%	288%[activator]	9%	1%	-8%
COc1ccccc1/C=C/C(=O)c1ccc(Cl)cc1	-5%	u	u	-9%	u	1%
O=C(C(=O)N1CCc2ccccc2C1)c1cn(CC(=O)N2CCOCC2)c2ccccc12	1%	-11%	0%	-12%	u	-6%
N#Cc1c(-c2ccco2)cc(C2CC2)nc1N	0%	25µM*	16%	10µM*	43%[activator]	-8%
O=C(NCCCN1CCOCC1)c1ccc(N2CCCC2)c([N+](=O)[O-])c1	-6%	1%	13%	0%[57.1 µM]	486%[activator]	-16%
O=C(NC1=NCCS1)c1ccc(Br)s1	-7%	-11%	x	-24%	174%[activator]	1%
O=[N+]([O-])c1cc(-c2nnc(N3CCOCC3)c3ccccc23)ccc1N1CCOCC1	0%	u	0%[5.75 µM]	10%	-5%	0%
